Source: PubChem
CHO parental Ca = counter-screen: ATP calcium response change in parental CHO cells | parental CHO-K1, ATP-induced calcium, Fluo-8 fluorescence | inhibition, % at 5.6 µM | 330,000 compounds, 0.63% hits | AID 463079;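 active = inhibition above that plate's mean sample inhibition plus 3 SD, cut at about 26% in these data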;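 note: 0% = ATP-challenged DMSO wells and 100% = DMSO wells without ATP; some compounds past the cut are filed as inactive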
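Test system: untransfected parental CHO cell line. Compound: one dose, 5.6 µM nominal. Detection: intracellular calcium via Fluo-8 no-wash fluorescent dye. Measure: % inhibition. Benchmarks: ATP-challenged DMSO wells low, unchallenged DMSO wells high.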
TAAR1 antag = antagonists of human TAAR1 | 360,000 compounds, 1.5% hits | AID 624466 | inhibition, % at 3 µM | CHO RD-HGA16 TAAR1, Fluo-8 calcium fluorescence, antagonist;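 active = inhibition above a per-plate cutoff, the mean inhibition of test compounds on that plate plus 3 SD, cut at about 49% in these data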;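 note: 0% = DMSO plus EC80 beta-PEA response and 100% = DMSO alone without agonist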
Target sequence (Q96RJ0 whole entry, looked up): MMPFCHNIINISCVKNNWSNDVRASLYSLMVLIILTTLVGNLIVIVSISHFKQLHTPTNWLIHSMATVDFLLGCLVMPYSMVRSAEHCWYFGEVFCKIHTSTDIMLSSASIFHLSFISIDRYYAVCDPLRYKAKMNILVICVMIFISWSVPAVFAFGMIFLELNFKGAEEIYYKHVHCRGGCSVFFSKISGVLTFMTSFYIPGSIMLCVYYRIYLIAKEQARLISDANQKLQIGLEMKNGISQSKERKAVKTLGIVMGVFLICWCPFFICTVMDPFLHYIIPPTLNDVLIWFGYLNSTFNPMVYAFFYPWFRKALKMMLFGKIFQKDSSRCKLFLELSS
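System: RD-HGA16 CHO cells with stable hTAAR1 and Gα16 | Probe or stimulus: EC80 β-phenethylamine stimulus | Dosing: 3 µM, single point | Times: Dye loading 75 min at 37 °C, then 30 min room temperature | Measured by: Fluo-8 calcium-sensitive fluorescence | Read-out basis: % inhibition of agonist calcium response | Replicates: n of 1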
GPR7 antagonist = antagonists of human GPR7 (neuropeptides B/W receptor 1); P48145; inhibition, % at 4.4 µM; 290,000 compounds, 1.1% hits; GPR7-expressing cells, fluorescence antagonist assay; in the data active = inhibition above about 16%, passing the limit was not always enough;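 note: cells stimulated with the agonist NPW; 0% = agonist with vehicle and 100% = vehicle without agonist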
Target sequence (P48145 whole entry, looked up): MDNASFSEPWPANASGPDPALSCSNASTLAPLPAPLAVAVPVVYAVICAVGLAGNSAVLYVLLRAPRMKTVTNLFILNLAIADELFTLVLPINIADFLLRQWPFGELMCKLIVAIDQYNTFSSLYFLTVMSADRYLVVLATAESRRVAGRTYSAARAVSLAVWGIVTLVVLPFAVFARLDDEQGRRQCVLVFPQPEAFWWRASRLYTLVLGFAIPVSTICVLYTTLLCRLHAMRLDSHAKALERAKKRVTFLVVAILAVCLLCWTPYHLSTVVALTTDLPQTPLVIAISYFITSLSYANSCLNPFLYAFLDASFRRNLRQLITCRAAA
V1R ag counter = V1a receptor agonism, counter-screen for OXTR agonists. activation, % at 3 µM. AID 2797. 320,000 compounds, 0.25% hits. CHO-V1R cells, Fluo-8 calcium fluorescence, agonist mode; 0% DMSO, 100% 3 nM vasopressin. P37288;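 active = activation above the mean activation of all tested compounds plus 3 SD, per screening run, cut at about 20% in these data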;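 note: signal is peak over basal fluorescence ratio across a 100 second FLIPR read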
CHO-K1 Ca ag = counter-screen for M1 agonists: effect in parental CHO-K1 cells; 360,000 compounds, 0.48% hits; activation, % at 3 µM; Fluo-8 calcium fluorescence; scaled to maximal ATP response, vehicle zero; in the data active = activation above about 15%;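 note: untransfected CHO-K1 host cells lacking M1 receptor as counterscreen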
OXTR ag = agonists of human oxytocin receptor; activation, % at 3 µM; 320,000 compounds, 0.32% hits; P30559; CHO-OTR cells, Fluo-8 calcium fluorescence; normalized: DMSO 0%, oxytocin 100%; AID 2435;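 active = activation above the mean of all tested compounds plus 3 SD, cutoff set per screening run, cut at about 20% in these data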;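 note: peak over basal fluorescence ratio from a 100 s FLIPR kinetic read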
Target sequence (P30559 whole entry, looked up): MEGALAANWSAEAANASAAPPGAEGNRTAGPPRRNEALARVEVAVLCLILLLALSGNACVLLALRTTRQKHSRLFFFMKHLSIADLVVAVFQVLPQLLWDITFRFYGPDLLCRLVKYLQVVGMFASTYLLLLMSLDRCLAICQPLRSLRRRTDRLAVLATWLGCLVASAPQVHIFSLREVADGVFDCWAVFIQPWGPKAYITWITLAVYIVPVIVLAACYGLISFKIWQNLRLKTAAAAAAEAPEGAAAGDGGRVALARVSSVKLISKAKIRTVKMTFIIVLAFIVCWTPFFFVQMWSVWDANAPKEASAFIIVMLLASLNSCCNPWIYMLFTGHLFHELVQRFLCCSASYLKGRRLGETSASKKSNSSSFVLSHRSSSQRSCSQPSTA
OXTR potentiate = potentiators of human oxytocin receptor | activation, % at 3 µM | CHO-OTR cells, Fluo-8 calcium fluorescence, potentiator mode; 0% = oxytocin EC15, 100% = EC100 | 320,000 compounds, 0.061% hits | AID 2445;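 active = activation above that plate's cutoff, the mean activation of tested compounds plus 3 SD, cut at about 6.6% in these data, passing the limit was not always enough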;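 note: 100% uses oxytocin at 75 nM as the full agonist control; some results filed as inactive read as strong as hits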
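Assay system: CHO cell line stably expressing human OTR. Reagent: EC15 oxytocin agonist. Dosing: single dose, 3.0 µM nominal final compound concentration. Timing: compound 6 min at room temperature before oxytocin, 100 s read. Signal: kinetic Fluo-8 calcium fluorescence. Controls: oxytocin EC15 low and EC100 high.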
M1 PAM parental = counter-screen for M1 PAMs: effect in parental CHO-K1 cells | ATP EC20, Fluo-8 calcium fluorescence; 0% at ATP EC20, 100% at ATP max | activation, % at 3 µM | 360,000 compounds, 0.02% hits;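 active = activation above the run cutoff, the mean activation of all test compounds plus 3 SD, cut at about 40% in these data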;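 note: peak over basal fluorescence ratio in a 140 s read after ATP addition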
CHO-K1 Ca antag = nonselective inhibitor or artifact in parental CHO-K1 cells; ATP-induced calcium, Fluo-8 fluorescence; inhibition, % at 3 µM; 360,000 compounds, 0.6% hits;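 active = inhibition above a per-plate cutoff, the plate's mean sample inhibition plus 3 SD, cut at about 24% in these data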;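 note: 0% = DMSO plus EC80 ATP and 100% = DMSO alone without ATP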
An asterisk follows results filed as active; · = no result given.

canonical_smiles	CHO parental Ca	TAAR1 antag	GPR7 antagonist	V1R ag counter	CHO-K1 Ca ag	OXTR ag	OXTR potentiate	M1 PAM parental	CHO-K1 Ca antag
CC(=O)Nc1cc(-c2ccc(C(=O)N3CCOCC3)cc2)cn2c(-c3cccc(C(F)(F)F)c3)cnc12	·	-27	·	·	0.2	·	·	11	-8
CCN1CCN(Cc2ccc(NC(=O)Nc3ccc(OC)cc3)cc2)CC1	5	-10	-2	1.2	0.8	1.6	9	17	0
COc1ccc(C(=O)NCCc2nnc3ccc(SCC(=O)N4CCOCC4)nn23)cc1	-3	-24	6	1.4	0.3	1.0	0	-7	-1
O=C1[C@H]2[C@H]3[C@H](O)[C@H](O)C/C(=N\OC[C@@H](O)COCc4ccco4)[C@@H]3CC[C@H]2C(=O)N1c1ccc(F)cc1F	-2	·	-7	0.0	·	0.1	-2	·	·
Cc1ccc(CNC(=O)C(Cc2ccccc2)NS(=O)(=O)c2cccs2)cc1 (stereo not drawn)	-19	14	12	0.6	2.3	-0.6	-8	14	1
CCC1CCCCN1C(=S)NC(=O)c1ccc(F)c(S(=O)(=O)N2CCOCC2)c1 (stereo not drawn)	-12	6	4	0.8	1.0	1.8	1	-9	1
O=C(/C=C/c1ccc(Cl)cc1Cl)N(Cc1ccccc1)C1CCS(=O)(=O)C1 (stereo not drawn)	-12	-13	-13	0.1	·	0.4	-3	·	·
COc1cc(C(=O)NCC(c2ccco2)N2CCCC2)ccc1OCc1ccccc1 (stereo not drawn)	-13	15	·	0.3	0.5	1.9	-4	-3	2
COc1ccc(C)cc1S(=O)(=O)Nc1cccnc1	-5	-4	-5	1.6	0.1	1.0	1	15	0
CCN(CC(=O)Nc1ccccc1C(F)(F)F)C(=O)c1cccc(N2C(=O)CCC2=O)c1	0	1	·	-0.6	-0.2	-0.9	-1	-20	2
Cc1ccc(-n2nc(C)c3c(C)cc(=O)[nH]c32)cc1	-11	-4	-8	-0.2	-0.5	-0.9	-5	-11	12
CC(=O)Oc1ccc(C(=O)O)cc1OC(C)=O	5	1	0	0.4	1.1	-0.7	-6	10	-22
Cc1ccc(S(=O)(=O)N2[C@@H](c3ccccc3)C(C(=O)O)=CC[C@H]2c2cccs2)cc1	-6	9	·	0.4	0.4	0.5	-8	18	-11
CCn1c(CCNC(=O)c2ccco2)nc2ccccc21	9	-3	-11	1.3	1.5	0.8	0	11	-12
C=CCN=C1NN=C(c2cc(C)n(CCOC)c2C)CS1	-9	-14	2	0.4	0.3	-0.3	-4	12	0
Cc1ccnn1CCSCC(=O)O	-6	-17	3	-0.4	1.1	-0.6	4	11	-19
COc1cc2c(cc1OC)CN(C(=S)Nc1ccccc1)CC2	-15	4	6	0.2	0.9	1.1	1	17	-12
O=C(NCCc1ccc(Cl)cc1)c1ccc2c(c1)OCO2	-12	-6	-11	2.6	1.6	-0.9	-9	-18	6
CCOC(=O)C1CCN(CC(O)COc2ccc(C(C)(C)CC)cc2)CC1 (stereo not drawn)	-11	-28	-2	5.6	5.2	7.1	-2	16	-1
CC(=O)Nc1ccc(NC(=O)CSc2ccc3nnc(CCNC(=O)c4ccccc4)n3n2)cc1	-1	-18	-14	1.1	1.2	0.3	-6	-6	-8
COc1ccccc1N1C(=O)S/C(=C\c2cccs2)C1=O	7	17	7	6.8	3.9	1.6	-15	12	3
COC(=O)C1=CN(C2CC2)C=C(C(=O)OC)C1c1ccccc1OC	9	-6	-12	-0.4	-0.2	-0.9	-20	8	-4
COc1ccc([C@H]2C(C(=O)O)=C[C@@H](C(C)(C)C)N2S(=O)(=O)c2ccccc2)cc1	-2	-8	·	0.9	0.6	1.0	3	9	-12
CN1CCN(c2ccc([N+](=O)[O-])cc2C(=O)N2CCOCC2)CC1	-6	2	12	11	-0.2	1.5	1	17	-13
COc1ccc(C(=O)N/C(=C/c2cccc3ccccc23)C(=O)NCCc2c[nH]c3ccccc23)cc1OC	-10	29	-6	-0.1	2.1	0.6	-4	23	-1
O=C(NCC1CC1)c1cccc2c1C(=O)c1ccc(N3CCCC3)cc1S2(=O)=O	-1	21	·	7.7	5.9	8.2	1	-3	-14
Cc1nc2scc(-c3ccco3)c2c(=O)n1/N=C/N(C)C	-9	-3	-12	0.7	1.1	-0.9	-1	18	-17
Cc1ccc2nc(-c3cccc(NC(=O)c4ccc5c(c4)OCCO5)c3)oc2c1	-12	30	-11	0.3	0.4	-0.4	-3	11	4
CC1CN(c2nc(Nc3ccccc3)nc(N)c2[N+](=O)[O-])CC(C)O1 (stereo not drawn)	-20	-27	-10	-1.7	2.0	-1.9	-3	6	-9
CC(C)C(=O)N1CCN(c2ccccc2NC(=O)c2ccc([N+](=O)[O-])o2)CC1	-22	13	35*	5.2	1.9	1.3	-16	-3	-1
CCOc1cc(N2CCOCC2)c(OCC)cc1NC(=O)C1CCCC1	3	-1	-3	-0.4	0.6	-0.3	-21	15	-5
Cc1ccc(N2C(=O)C3C4CC(=O)C(c5ccccc54)C3C2=O)cc1 (stereo not drawn)	-11	-32	-13	0.2	0.2	-1.0	-8	0	8
COc1ccc(S(=O)(=O)Nc2cccc(SC)c2)cc1OC	1	-3	2	4.2	3.6	7.9	-4	19	-3
Cc1cccc(NC(=O)Cn2c(O)c(N=NC(=O)c3ccncc3)c3ccccc32)c1	-18	-17	-16	-0.1	0.7	0.4	-7	16	-17
CC(C)(C(=O)Nc1nccs1)c1ccccc1	-5	-7	1	0.5	1.3	0.3	-22	2	-10
CCC(CO)NCc1ccc(OC2CCCC2)cc1 (stereo not drawn)	-12	1	2	5.6	0.7	1.6	4	23	-13
O=C(OCC(=O)c1ccccc1Cl)C1=NN(c2ccccc2)C(=O)CC1	-6	-11	·	1.5	1.0	1.8	-3	17	-11
COc1cccc(N(CC(=O)N2CCCCCC2)S(C)(=O)=O)c1	-5	0	-13	0.5	1.0	-0.3	3	13	-4
CSc1nc(-c2ccc(F)cc2)cc(=O)[nH]1	0	-13	-4	-0.3	0.0	-0.2	4	4	-11
Nc1nc(CSc2ccccn2)nc(Nc2ccccc2)n1	-10	-13	-5	-1.3	0.5	-1.4	-2	15	0
N#Cc1ccc(Nc2ccccc2)c(N)c1	-7	10	2	-1.0	1.4	-1.6	-12	27	-14
Brc1ccc(-c2cnc3n2CCCC3)cc1	-16	-10	9	0.8	0.6	3.6	-13	5	0
CCOC(=O)c1c(CC(C)C)csc1/N=C/C1C(=O)CC(C)(C)CC1=O	-2	-1	-1	7.7	3.5	4.3	1	-6	12
Cc1ccc(C)c(OCC(=O)N2CCOCC2)c1	-3	13	2	0.1	1.0	0.3	-6	17	-2
COc1cc(C(C(=O)NC(C)(C)C)N(C(=O)CNC(=O)c2cccs2)c2cccnc2)cc(OC)c1OC (stereo not drawn)	0	21	-5	3.7	0.6	0.8	0	2	-14

Complete entries from above:
C=CCN=C1NN=C(c2cc(C)n(CCOC)c2C)CS1 is listed with CHO parental Ca: -9; TAAR1 antag: -14; GPR7 antagonist: 2; V1R ag counter: 0.4; CHO-K1 Ca ag: 0.3; OXTR ag: -0.3; OXTR potentiate: -4; M1 PAM parental: 12; CHO-K1 Ca antag: 0
Cc1ccc2nc(-c3cccc(NC(=O)c4ccc5c(c4)OCCO5)c3)oc2c1 is listed with CHO parental Ca: -12; TAAR1 antag: 30; GPR7 antagonist: -11; V1R ag counter: 0.3; CHO-K1 Ca ag: 0.4; OXTR ag: -0.4; OXTR potentiate: -3; M1 PAM parental: 11; CHO-K1 Ca antag: 4

Records listed so far marked active in GPR7 antagonist:
SMILES	TAAR1 antag	GPR7 antagonist	OXTR potentiate
CC(C)C(=O)N1CCN(c2ccccc2NC(=O)c2ccc([N+](=O)[O-])o2)CC1	13	35*	-16

Next part.
canonical_smiles	CHO parental Ca	TAAR1 antag	GPR7 antagonist	V1R ag counter	CHO-K1 Ca ag	OXTR ag	OXTR potentiate	M1 PAM parental	CHO-K1 Ca antag
COCc1cc(C)n(CC(=O)Nc2cc(C)cc(C)c2)c(=O)c1C#N	-2	13	-4	0.2	0.1	0.2	-11	-5	4
CCn1c(SCC(=O)Nc2ccc(OC)c(OC)c2)nc2c(c1=O)SCC2	-18	-34	2	-0.5	-0.3	-0.3	-1	-2	-3
Nc1nc2ccc(N3CCOCC3)cc2s1	-5	8	-1	0.8	0.5	0.4	2	22	-14
COc1cccc(CN2CC(C(=O)NCc3ccc(C)o3)CCC2=O)c1 (stereo not drawn)	·	-19	8	·	1.2	·	·	7	-11
CC(=O)NC(CC(=O)N(C)C1CCCCC1)c1ccccc1 (stereo not drawn)	-12	-6	-16	-0.4	0.6	-0.3	-2	10	-12
O=C(NN1C(=O)c2ccccc2NC1c1ccccn1)c1ccccc1 (stereo not drawn)	-10	-2	0	0.7	-0.1	-1.5	-1	8	-6
O=Cc1ccc(OCc2nnc(-c3ccccc3Br)o2)cc1	-7	-2	10	1.2	2.0	0.8	-3	7	-7
Cc1nc(Nc2nc3ccccc3o2)nc(C)c1C(=O)Nc1ccc(F)cc1	-21	19	-9	0.5	0.1	-2.3	-10	15	-17
CC(C)c1ccc(NC(=O)C2C3C=CC4(CN(CCCN5CCOCC5)C(=O)C24)O3)cc1 (stereo not drawn)	-5	10	-3	0.0	-0.3	-1.2	-14	10	-2
CCOC(=O)c1[nH]c2c(c1-c1ccccc1)C(=O)CC(c1ccc(Cl)cc1)C2 (stereo not drawn)	-5	-20	-10	1.0	0.6	-0.2	1	12	-7
C=CCO/N=C(/C)c1c(O)c(CC)c(-c2ccccc2)n(-c2ccccc2)c1=O	-16	3	-16	-1.4	0.2	-1.6	-7	17	-13
Cc1cn([C@H]2C[C@H](O)[C@@H](CCC(=O)NCc3ccco3)O2)c(=O)[nH]c1=O	·	2	·	·	0.2	·	·	11	-19
COc1ccc(CN2C(=O)CCCc3ccccc32)cc1	11	12	-6	-0.3	0.5	-0.8	-3	5	-4
CCC(CC)C(=O)Nc1cccc(C(=O)Nc2ccc(OC)cc2[N+](=O)[O-])c1	-7	77*	1	2.4	2.4	9.7	-7	12	-5
O=C1CC(c2ccc(F)cc2)C(n2cncn2)C(O)=C1C1NCCc2ccccc21 (stereo not drawn)	7	0	-2	0.2	1.1	0.3	-14	-12	-15
COC(=O)c1ccc2nc(-c3ccc(C#N)cc3)c(Cc3cccc(F)c3)n2c1	·	6	·	·	0.7	·	·	-3	-9
CCNCCC(=O)N1c2ccccc2Sc2ccc(C(F)(F)F)cc21	-2	-5	2	1.9	-0.2	3.3	-14	11	-4
CNC[C@@H](Cc1ccccc1)NC[C@@H](CC1CCCCC1)NCCCc1ccccc1	8	33	65*	3.9	4.3	11	-8	1	7
